Screening data deposited in PubChem by several laboratories.
SUMO Mot1 rescue: yeast Mot1-301 growth rescue at high temperature, primary screen, SUMOylation pathway inhibitor project, S. cerevisiae, ATP luminescence, 38.5C; S. cerevisiae Mot1-301 growth rescue; percent above DMSO median, 100 means doubled; growth rescue, % at 18.8 µM; 1% of 320,000 active;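 active = every valid replicate shows activation above 250% relative to neutral control wells; inactive = the rest, any valid replicate at or below 250%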;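 also: OY570 slx delta 5 strain wells were the positive control but not used for scaling; some compounds called inactive have numbers as strong as hits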
cardiac RTF act: cardiac RTF calcium sensitivity activators, primary screen, biochemical, IANBD-TnC fluorescence, EC20 calcium | Troponin I, cardiac muscle (Homo sapiens) + Troponin T, cardiac muscle (Homo sapiens) + … | IANBD-labeled TnC RTF fluorescence at EC20 calcium; 0% EC20 calcium, 100% full calcium | activation, % at 7.2 µM | 0.24% of 340,000 active | AID 493008, 2010;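 active = activation above the mean over all tested compounds plus 3 SD, cut at about 30% in these data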;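 also: rise in fluorescence read as greater calcium sensitivity of cardiac thin filaments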
PfHsp90 yeast 2: growth inhibition of PfHsp90-expressing yeast, primary screen, antimalarial PfHsp90 inhibitor project, S. cerevisiae, BacTiter-Glo luminescence, single point, set 2 | 0.32% of 310,000 active | BacTiter-Glo ATP, 48 h; yeast lacking PDR1 and PDR3 efflux regulators | AID 504621, 2011 | inhibition, % at 9.4 µM;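 active = every replicate shows inhibition above about 80%, whatever the replicate mean, limit read from the data; inconclusive = mean inhibition reaches the set limit but some replicate falls short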;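 also: 0% = DMSO neutral controls and 100% = 20 µM radicicol positive controls; yeast relying on Plasmodium falciparum Hsp90 in place of its own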
LANA DNA inh: inhibitors of KSHV C-LANA binding to DNA, primary screen, biochemical, fluorescence polarization, FAM-LBS DNA, MBP-C-LANA, single point; AID 504423, 2011; 0.078% of 340,000 active; inhibition, % at 9 µM;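 active = highest replicate inhibition at or above 60% at 9 µM, even if other replicates fall short; inactive = all replicates below 60% inhibition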;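 also: 0% = neutral control wells and 100% = 4 µM acridine orange control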
Rtt109 HAT inh: inhibitors of C. albicans Rtt109/Vps75 HAT, primary screen, biochemical, ThioGlo CoA-SH fluorescence, plate reader; purified Rtt109/Vps75, 4 h; inhibition, % at 34.9 µM; 0.16% of 330,000 active; AID 540336, 2011;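 active = inhibition of at least 50% in every replicate; inconclusive = best replicate reaches 50% inhibition but some replicates fall short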
Keap1-Nrf2 PPI: Keap1-Nrf2 protein-protein interaction inhibitors, primary screen, biochemical, fluorescence polarization, single point | AID 504523, 2011 | inhibition, % at 9.4 µM | 0.15% of 340,000 active | Keap1 Kelch-Nrf2 peptide fluorescence polarization, 1536-well; in the data active = inhibition above about 12%; inconclusive = no clear call, values can overlap the other calls; inactive = below about 7.3%;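 also: human Keap1 Kelch domain with fluorescein labeled Nrf2 9mer peptide probe; 0% = neutral control wells and 100% = peptide positive control; higher means more block of Keap1 binding to Nrf2 peptide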
CDK5 p35 inh: inhibitors of human CDK5/p35 kinase, primary screen, biochemical, single concentration; Cyclin-dependent kinase 5 (Homo sapiens) + Cyclin-dependent kinase 5 activator 1 (Homo …; Recombinant CDK5/p35, ADP-Glo luminescence, 60 min; inhibition, % at 10 µM; 0.01% of 330,000 active;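 active = highest replicate inhibition of at least 50% and at least 75% of replicates reaching 50%; inconclusive = only one of the two criteria met; inactive = both criteria failed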;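 also: plate controls were DMSO neutral control for no effect and GW8510 at 10 µM for full effect; many of its hits are not listed in these tables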
Target sequence (Q00535 whole entry, looked up): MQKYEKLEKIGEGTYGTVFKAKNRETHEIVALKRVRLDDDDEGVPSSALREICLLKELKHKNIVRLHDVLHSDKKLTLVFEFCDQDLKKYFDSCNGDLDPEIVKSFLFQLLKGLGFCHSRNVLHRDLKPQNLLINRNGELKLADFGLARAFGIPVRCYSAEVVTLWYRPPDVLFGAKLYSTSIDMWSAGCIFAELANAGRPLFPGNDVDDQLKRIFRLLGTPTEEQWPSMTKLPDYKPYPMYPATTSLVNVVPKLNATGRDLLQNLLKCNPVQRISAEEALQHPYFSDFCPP
Target sequence (Q15078 whole entry, looked up): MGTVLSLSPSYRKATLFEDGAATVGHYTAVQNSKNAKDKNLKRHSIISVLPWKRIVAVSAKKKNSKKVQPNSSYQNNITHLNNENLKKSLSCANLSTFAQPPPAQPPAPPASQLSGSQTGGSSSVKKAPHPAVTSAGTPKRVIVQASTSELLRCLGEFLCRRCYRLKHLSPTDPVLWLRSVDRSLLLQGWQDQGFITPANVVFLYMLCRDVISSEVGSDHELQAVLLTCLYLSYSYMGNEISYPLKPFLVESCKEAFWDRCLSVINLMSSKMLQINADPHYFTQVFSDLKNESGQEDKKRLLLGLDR
dFosB activator: activators of delta FosB homodimer, primary screen, biochemical, fluorescence polarization, TAMRA-CDK5 oligo, single point. 0.99% of 340,000 active. purified delta FosB; percent of positive-control signal above neutral wells. Protein FosB (Mus musculus), P13346. AID 493131, 2011. activation, % at 25 µM;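 active = mean activation above about 17%, with every replicate also reaching it, limit read from the data, passing the limit was not always enough; inconclusive = only one of the two conditions met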;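 also: fluorescence polarization rise as delta FosB binds a TAMRA Cdk5 AP-1 oligo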
Target sequence (P13346 whole entry, looked up): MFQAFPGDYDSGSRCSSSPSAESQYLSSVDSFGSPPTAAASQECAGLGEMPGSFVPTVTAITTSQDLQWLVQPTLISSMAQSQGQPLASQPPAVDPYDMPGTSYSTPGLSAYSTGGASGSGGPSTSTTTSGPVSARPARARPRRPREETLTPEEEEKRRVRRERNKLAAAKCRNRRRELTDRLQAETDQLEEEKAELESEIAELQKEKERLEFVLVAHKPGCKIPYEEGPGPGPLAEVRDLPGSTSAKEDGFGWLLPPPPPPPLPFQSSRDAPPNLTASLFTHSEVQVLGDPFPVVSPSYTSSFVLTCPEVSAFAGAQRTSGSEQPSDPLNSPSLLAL
Cardiac RTF inh: cardiac RTF calcium sensitivity inhibitors, primary screen, biochemical, IANBD-TnC fluorescence, EC70 calcium | 0.12% of 340,000 active | AID 493244, 2011 | inhibition, % at 7.15 µM | IANBD-labeled cardiac RTF, Ca2+ fluorescence | Troponin I, cardiac muscle (Homo sapiens) + Troponin T, cardiac muscle (Homo sapiens) + …;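 active = inhibition above the mean inhibition of all tested compounds plus 3 SD, cut at about 17% in these data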;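 also: assay run at fixed EC70 calcium of 1.6 mM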
PvdQ acylase: P. aeruginosa PvdQ acylase inhibitors, primary screen, biochemical, fluorescence, plate reader and imaging, single point. PvdQ acylase [Pseudomonas aeruginosa LESB58]. purified PvdQ acylase. inhibition, % at 10 µM. 0.063% of 340,000 active. AID 488965, 2010; in the data active = inhibition above about 30%, passing the limit was not always enough; inconclusive = no clear call, values can overlap the other calls;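 also: 0% = vehicle neutral wells and 100% = reference inhibitor wells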
NSD2 inh: NSD2 histone methyltransferase inhibitors, primary screen, biochemical, AlphaScreen, single concentration, set 2 | AID 743445, 2014 | NSD2 peptide methylation, 120 min | Histone-lysine N-methyltransferase NSD2 (Homo sapiens), O96028 | inhibition, % at 12.5 µM | 0.54% of 310,000 active; in the data active = inhibition above about 50%
* = called active by the depositor; ? = inconclusive; . = no result given.

SMILES	SUMO Mot1 rescue	cardiac RTF act	PfHsp90 yeast 2	LANA DNA inh	Rtt109 HAT inh	Keap1-Nrf2 PPI	CDK5 p35 inh	dFosB activator	Cardiac RTF inh	PvdQ acylase	NSD2 inh
CCOc1cc(CNCCc2c[nH]c3ccccc23)cc(Cl)c1OCC(N)=O	-15	-1	-20	1.5	8	-4	-1.9	-8	-5	-14	.
CCOC(=O)c1cc(C#N)c(NCc2ccccc2)nc1C	11	-5	.	-2.4	-17	0	0.0	0	-4	-5	-6
Fc1ccc(NC(=S)NNc2ncc(C(F)(F)F)cc2Cl)c(F)c1	-5	10	-18	0.7	-1	-1	-2.5	-1	2	-14	.
COc1ccccc1-n1cnc(N)c1C(=O)c1ccccc1	3	-1	18	-1.8	-1	0	-0.8	-16	5	-6	-68
CCOc1ccc(OCc2ccc(C(=O)Nc3cccnc3)cc2)cc1	16	4	0	2.3	-8	2	0.1	5	-6	-1	8
Cc1ccccc1NS(=O)(=O)c1ccc2oc(=O)ccc2c1	9	-5	3	-2.2	-2	-1	0.1	-16	-12	-6	16
COc1ccc2c(=O)c(N3C(=O)c4ccccc4C3=O)c(C)oc2c1	7	-1	4	1.7	-1	-1	2.8	-9	11	4	-1
COc1ccc(NC(=O)c2nc(-n3nc(C)cc3C)ccc2Cl)cc1Cl	16	10	-3	1.2	-31	-4	0.1	-12	-12	-8	-1
Cc1ccccc1NC(=O)CN1CCN(C(=O)c2ccco2)CC1	110	2	-13	0.3	3	0	0.9	-3	-1	-18	1
Cc1ccc(C)c(CSC2=NN3CCCC(=O)N=C3S2)c1	201	2	4	-1.6	30	-5	2.2	-11	-7	5	-3
Cc1nn(CC(=O)Nc2ccc3c(c2)nc(CCN2CCCCC2)n3C)c(=O)c2ccccc12	.	-2	-24	-1.2	-2	-1	-0.5	4	-12	-9	-4
Cn1cc(Cl)c(C(=O)Nc2nc3ccc(Cl)cc3s2)n1	-5	4	-8	0.8	.	-4	1.5	24*	-1	-8	-2
CCOc1ccc2c(c1)/C(=N/N1C(=O)c3ccccc3C1=O)C(=O)N2	-10	-5	31	-1.7	4	-2	2.4	4	6	-13	-2
Cc1ccc(C(C)C)c(OCCSc2nc3ccccc3n2CC(=O)O)c1	12	0	-12	0.1	.	-3	-0.3	-21	-7	-16	0
CC(CCc1ccccc1)NCc1ccncc1 (centres undefined)	-8	-3	7	-1.7	-10	0	-1.2	-1	-4	-3	15
Cc1nn(C(C)C)c(C)c1CN1CCC(C(=O)Nc2cccc(-c3cccc(F)c3)c2)CC1	2	4	-18	-0.2	1	-3	-1.4	10	-2	-15	2
Cc1ccc(N(CC(=O)NC2CCCC2)C(=O)c2c(C)noc2C)cc1C	-9	10	.	-0.6	1	-5	-0.6	-8	8	-8	-6
O=C(N/C=C/c1ccco1)NCc1ccccc1	12	1	11	5.2	21	-5	-2.1	-3	-2	2	21
CCOC(=O)C1CCN(C(=O)c2ccc(CNS(=O)(=O)c3ccc(C)cc3)cc2)CC1	-1	2	23	-0.8	-6	-5	-1.4	-11	-5	-12	-4
Cn1c(SCC(=O)NC(C)(C)C)nnc1-c1cnccn1	-7	11	24	-1.6	2	-1	-0.2	2	7	4	0
Cc1cc(N2CCN(C)CC2)nc2ccc(NC(=S)NCCN3CCc4ccccc4C3)cc12	354	-3	-15	-1.8	?	3	-1.6	35*	1	-11	11
Cc1ccc(NC(=S)N2CCN(S(C)(=O)=O)CC2)cc1Cl	-8	-2	-5	-0.8	17	-6	-1.1	-2	-1	-11	-1
COc1c(N2CCN(C(=S)NC3CC4CCC3C4)C(C)C2)c(F)cc2c(=O)c(C(=O)O)cn(C3CC3)c12 (centres undefined)	-11	1	-13	-0.8	-3	0	-1.1	-8	0	0	.
CCCCn1cnc2c(oc3ccccc32)c1=O	5	-2	8	-0.6	4	2	2.2	-2	-16	-12	-2
Cc1ccc2nc(NCCc3ccccc3)c3nncn3c2c1	.	-4	9	-0.4	2	-3	0.9	0	0	6	-1
CCOC(=O)CC1CCCCN1C(=O)c1ccc2oc(CCc3ccccc3)nc2c1 (centres undefined)	-3	-1	-24	0.2	5	-3	0.3	-20	-10	-6	-2
CNC(=S)N(CCc1c(C)[nH]c2ccc(OC)cc12)Cc1cccnc1	-15	2	11	2.6	2	0	-1.3	1	5	0	4
COc1ccc(CCN(C)c2ccc(S(=O)(=O)N3CCCC3)cn2)cc1OC	12	-2	3	-1.3	-3	-4	-1.2	-6	2	-15	.
COc1ccccc1CCC(=O)Oc1ccccc1C#N	-5	3	-4	-0.5	-6	-4	0.2	-8	-10	-11	3
C=CCOc1ccc(C2N3CC4(CC)CN2CC(CC)(C3)C4=O)cc1 (centres undefined)	.	-1	-9	1.4	-35	-3	-0.6	-4	-7	-23	-4
CC(C)OC(=O)c1ccc(NC(=S)NC(=O)c2cncc(Br)c2)cc1	11	-7	-7	-1.2	-13	-3	-0.3	-3	2	-4	-1
CC1Cc2ccccc2N1C(=O)COC(=O)c1ccc([N+](=O)[O-])o1 (centres undefined)	-11	-5	-10	1.6	-1	-6	1.1	3	-1	-17	.
CN(C)CC(NC(=O)c1cccc(S(=O)(=O)Nc2ccc3c(c2)OCO3)c1)c1ccccc1 (centres undefined)	-11	-4	0	3.0	2	1	-0.2	0	-2	-6	7
Oc1ccccc1C=Nc1ccccc1-c1nc2ccccc2[nH]1	1	-15	-10	12	.	-3	4.0	-8	-7	7	-1
COCc1c(C#N)c(NCCc2ccccc2)nc(C)c1[N+](=O)[O-]	-5	13	27	1.0	-3	-5	-2.0	-9	-6	-1	-1
CCN1C(=O)[C@H]2[C@H]3CN=C(SCc4ccc(OC)cc4)N3[C@@](CC)(C(=O)OC)[C@H]2C1=O	.	1	14	-0.4	0	5	3.7	0	-6	1	.
O=C(OCC(=O)c1c[nH]c2ccccc12)c1cccc(O)c1	.	0	9	0.6	4	-3	0.1	-11	-4	-8	-1
COCCCC1CCN(C(=O)C2CCC(=O)N(Cc3ccccc3F)C2)CC1 (centres undefined)	-6	-1	18	0.6	2	0	-5.7	-8	1	-5	-1
CCCN(CCC)Cc1c(C(=O)OCC)nnn1-c1nonc1N	3	-6	-2	0.2	12	-2	0.5	-8	-3	8	1
COc1ccccc1NC(=O)CCCc1nnc2n(C)c(=O)c3sccc3n12	33	-9	-9	-1.2	-5	-5	-0.9	-4	-9	-1	-5
O=C(NCCc1ccc2c(c1)OCO2)C1CCN(S(=O)(=O)c2ccc(Cl)cc2)CC1	2	2	-9	-0.9	3	-2	0.2	-2	0	-18	-4
CCOC(=O)c1c2n(c3ccc(OC(C)=O)cc13)CCC2	258	0	-16	-0.1	0	4	-1.0	-10	-4	-3	.
COc1ccccc1C(=O)COC(=O)C1(C)CC1(Cl)Cl (centres undefined)	18	-4	4	0.7	-12	-2	0.1	-8	4	-12	-2
CCOc1ccc(-c2cn(CCC#N)cn2)cc1	-6	1	-12	1.1	10	-5	0.0	-3	1	9	0
Cc1ccc(-c2csc(NC(=O)CSc3nnc4c(n3)[nH]c3ccccc34)n2)cc1	1	2	-8	-1.4	-10	2	-3.0	2	-6	-6	.
Cc1nn(CC2CC2)c(=O)n1-c1ccc(C(C)C)cc1	2	5	3	-1.2	1	-4	1.2	0	-7	-15	.
CCN(CC(=O)Nc1c(F)cccc1F)C(=O)c1ccc(C(F)(F)F)cc1	-1	4	-2	0.5	-6	5	0.2	-1	-3	-11	-1
C=CCn1c(C(C)NC(=O)CCC)nc2ccccc21 (centres undefined)	5	-2	10	2.6	6	-2	2.1	4	-2	4	.

Eight entries from above, with two lines to a compound.
Sequence of screens – SUMO Mot1 rescue, cardiac RTF act, PfHsp90 yeast 2, LANA DNA inh, Rtt109 HAT inh, Keap1-Nrf2 PPI, CDK5 p35 inh, dFosB activator, Cardiac RTF inh, PvdQ acylase, NSD2 inh
> O=C(NCCc1ccc2c(c1)OCO2)C1CCN(S(=O)(=O)c2ccc(Cl)cc2)CC1
→ 2, 2, -9, -0.9, 3, -2, 0.2, -2, 0, -18, -4
> CCOC(=O)c1c2n(c3ccc(OC(C)=O)cc13)CCC2
→ 258, 0, -16, -0.1, 0, 4, -1.0, -10, -4, -3, .
> COc1ccccc1C(=O)COC(=O)C1(C)CC1(Cl)Cl (centres undefined)
→ 18, -4, 4, 0.7, -12, -2, 0.1, -8, 4, -12, -2
> CCOc1ccc(-c2cn(CCC#N)cn2)cc1
→ -6, 1, -12, 1.1, 10, -5, 0.0, -3, 1, 9, 0
> Cc1ccc(-c2csc(NC(=O)CSc3nnc4c(n3)[nH]c3ccccc34)n2)cc1
→ 1, 2, -8, -1.4, -10, 2, -3.0, 2, -6, -6, .
> Cc1nn(CC2CC2)c(=O)n1-c1ccc(C(C)C)cc1
→ 2, 5, 3, -1.2, 1, -4, 1.2, 0, -7, -15, .
> CCN(CC(=O)Nc1c(F)cccc1F)C(=O)c1ccc(C(F)(F)F)cc1
→ -1, 4, -2, 0.5, -6, 5, 0.2, -1, -3, -11, -1
> C=CCn1c(C(C)NC(=O)CCC)nc2ccccc21 (centres undefined)
→ 5, -2, 10, 2.6, 6, -2, 2.1, 4, -2, 4, .
